CYP2C19 activ – human CYP2C19 activators, primary screen, biochemical, luminescence. AID 1025, 2008. 96,000 tested, under 10 active. activation factor at 5 µM. Cytochrome P450 2C19 (Homo sapiens), P33261. recombinant CYP2C19, luciferin-H EGE luminescence; hits give high values; 0 = fully inhibited enzyme, 1 = untreated enzyme;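 active = activation factor of at least 2 at 5 µM in the primary screen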;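 note: 0 = wells with 2.5 mM tranylcypromine and 1 = vehicle-only wells; values of inactives mirror those of a sister screen read the other way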
HUVEC tox TNFa – cytotoxicity in TNFa-stimulated HUVEC, primary screen, cytotoxicity control for VCAM1 expression modulator project, imaging, Hoechst nuclei count; HUVEC TNFalpha-stimulated, Hoechst cell count; cell count reduction, % at 2 µM; 93,000 tested, 0.17% active; AID 848, 2007;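 active = cell count reduction exceeding the screen mean by over 5 SD, scaled to untreated wells per plate, cut at about 78% in these data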;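 note: cells counted after 24 h of TNF alpha exposure following the 1 h pretreatment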
CYP2C19 inhib – blockers of cytochrome P450 2C19 activity – biochemical, luminescence, ADME assay, primary screen; inhibition, % at 5 µM; CYP2C19 Supersomes, luciferin-H EGE luminescence, 30 min; 96,000 tested, 21% active;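 active = CYP2C19 inhibition above a set limit at 5 µM in the primary screen, cut at about 50% in these data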;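 note: plate controls were negative control wells for no effect and 2.5 mM tranylcypromine positive control for full effect; values of inactives mirror those of a sister screen read the other way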
CYP2C9 inhib – blockers of cytochrome P450 2C9 activity – biochemical, luminescence, ADME assay, primary screen | P11712 | CYP2C9 Supersomes, luciferin-H conversion | inhibition, % at 5 µM | 96,000 tested, 20% active | AID 777, 2007;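 active = blocking of liver enzyme CYP2C9 beyond about 50% at 5 µM, limit read from the data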; note: values of inactives mirror those of a sister screen read the other way
CYP2C9 act – human CYP2C9 activators, primary screen, biochemical, luminescence. 96,000 tested, 1.4% active. activation factor at 5 µM. recombinant CYP2C9, luciferin-H conversion; hits give high values; factor 1 = untreated enzyme, 0 = blocked;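 active = activation factor of 2 or more for CYP2C9 at a 5 µM dose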;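 note: 0 = sulfaphenazole-blocked wells and 1 = vehicle-only wells; values of inactives mirror those of a sister screen read the other way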
VCAM1 TNFa inh – inhibitors of TNFa-induced VCAM1 expression, primary screen, imaging, HUVEC, TNFa stimulus, immunofluorescence | HUVEC TNFa-induced VCAM-1 immunofluorescence, high-content imaging | inhibition, % at 2 µM | 95,000 tested, 0.48% active | AID 802, 2007;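 active = inhibition above the batch mean plus 3 SD, with images confirmed as a hit by eye, cut at about 37% in these data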;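 note: 0% = TNF-stimulated DMSO wells and 100% = unstimulated control wells; not every result past the cut was called active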
Calb biofilm kill – clotrimazole potentiators killing Candida biofilms, primary screen, with clotrimazole, Alamar Blue; C. albicans biofilm + clotrimazole; inhibition, % at 6 µM; 85,000 tested, 0.14% active;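 active = inhibition above 20%; inactive = inhibition below 20%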;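 note: preformed 24 hr biofilms exposed to compound for 48 hr; 0% = biofilm without compound and 100% = blank killed by clotrimazole plus chlorhexidine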
IL1B cytotox – cytotoxicity in IL-1B stimulated HUVEC, primary screen, cytotoxicity control for IL-1B NFkB translocation project, imaging, Hoechst nuclear count, IL-1B stimulus; HUVEC cell count loss; cell count reduction, % at 2 µM; 94,000 tested, 0.41% active; AID 845, 2007;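 active = cell count reduction more than 3 SD above the screen-wide mean, cut at about 70% in these data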;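 note: normalized per plate to untreated control cells as the no-loss baseline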
DAT uptake mod – changed hDAT dopamine uptake under cocaine IC80, either direction, primary screen, cocaine antagonist project, cell-based, LLC-PK1 hDAT, [14C]-dopamine uptake, MLSMR | Sodium-dependent dopamine transporter (Homo sapiens), Q01959 | LLC-PK1 hDAT cells, [14C]-dopamine uptake with cocaine IC80; actives deviate in either direction | B-score at 10 µM | 110,000 tested, 1.3% active;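 active = Z score or B-score, a plate-position-corrected score, falls beyond the plate's 99.7% confidence bounds, in either direction; inactive = both scores lie inside the 99.7% bounds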;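 note: scored against the spread of the other compound wells on the same plate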
Target sequence (Q01959 whole entry, looked up): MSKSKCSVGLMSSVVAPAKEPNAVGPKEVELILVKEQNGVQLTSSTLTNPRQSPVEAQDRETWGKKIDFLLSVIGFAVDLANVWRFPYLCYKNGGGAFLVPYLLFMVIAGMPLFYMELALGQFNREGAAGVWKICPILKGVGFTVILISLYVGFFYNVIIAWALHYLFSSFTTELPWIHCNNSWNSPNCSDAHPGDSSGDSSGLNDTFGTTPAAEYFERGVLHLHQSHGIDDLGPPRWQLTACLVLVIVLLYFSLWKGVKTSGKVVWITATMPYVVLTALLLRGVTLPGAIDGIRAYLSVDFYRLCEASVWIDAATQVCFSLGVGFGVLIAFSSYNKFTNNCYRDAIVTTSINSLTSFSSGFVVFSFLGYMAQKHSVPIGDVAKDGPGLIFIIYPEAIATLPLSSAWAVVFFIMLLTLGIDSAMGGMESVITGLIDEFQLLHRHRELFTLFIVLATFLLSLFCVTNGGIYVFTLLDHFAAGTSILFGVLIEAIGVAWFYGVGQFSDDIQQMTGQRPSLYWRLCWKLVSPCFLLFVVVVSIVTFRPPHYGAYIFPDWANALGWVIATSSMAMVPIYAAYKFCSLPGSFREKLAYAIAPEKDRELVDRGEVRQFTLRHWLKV
An asterisk follows results filed as active; . = no result given.

1: CCn1c(SCc2nc3ccccc3nc2C)nnc1-c1cccs1
2: COCCn1c(SCc2ccc(C(=O)OC)o2)nc2ccccc2c1=O
3: CC(C)c1ccc(NS(=O)(=O)c2ccc3[nH]cc(C(=O)N4CCC(C(N)=O)CC4)c(=O)c3c2)cc1
4: CC(Sc1nc(N2CCCCC2)c2c(c1C#N)CCCC2)C(=O)O (stereo unspecified)
5: COc1ccc(C(=O)NCc2ccccc2OC)c(OC)c1
6: COc1ccc(NCCNc2ccc(OC)cc2)cc1
7: COc1ccc(-c2cc(C(=O)Nc3ccccc3SC)no2)cc1OC
8: CCn1ncc2c(OCc3ccc(C#N)cc3)cc(C)nc21

assay / compound	1	2	3	4	5	6	7	8
CYP2C19 activ	0.1	0	0.9	0.7	0.4	0.4	0.9	0.4
HUVEC tox TNFa	-6	-8	0	-2	-21	-17	-25	-7
CYP2C19 inhib	93*	98*	7	31	56*	56*	7	64*
CYP2C9 inhib	-8	92*	38	90*	-164	12	-23	63*
CYP2C9 act	1.1	0.1	0.6	0.1	2.6*	0.9	1.2	0.4
VCAM1 TNFa inh	-2	10	2	0	9	-6	12	-10
Calb biofilm kill	4	.	2	0	2	.	.	6
IL1B cytotox	8	-17	-14	-14	-22	-17	-7	-2
DAT uptake mod	0.37	-0.26	-0.22	0.19	1.3	0.17	0.1	0.0004

9: Cc1nnc(NC(=O)CCCOc2ccccc2)s1
10: CCOC(=O)N1CCN(C(=O)Nc2sc3nc4n(c(=O)c3c2C)CCC(C)CC4)CC1 (stereo unspecified)
11: CCN(CC)C(=O)CSc1nnc(-c2ccc(O)cc2)n1CC1CCCO1 (stereo unspecified)
12: CCc1nnc2sc(-c3cc(-c4ccccc4)nc4ccccc34)nn12
13: O=C(NCc1ccncc1)Nc1ccc(Cl)cc1Cl
14: CCCN(CCC)CCCNC(=O)c1cn(CCOC)c(=O)c2c1c1ccccc1n2C
15: CC(Sc1nc2ccccc2o1)C(=O)O (stereo unspecified)
16: CCOc1cc(C(=O)Nc2ccc(S(=O)(=O)Nc3cc(C)on3)cc2)cc(OCC)c1OCC

assay / compound	9	10	11	12	13	14	15	16
CYP2C19 activ	0.8	0.9	1	0.9	0.1	1.2	0.9	1
HUVEC tox TNFa	-9	9	-17	-10	6	-22	.	-30
CYP2C19 inhib	25	10	1	8	90*	-16	12	-1
CYP2C9 inhib	-8	36	-2	29	83*	-11	15	17
CYP2C9 act	1.1	0.6	1	0.7	0.2	1.1	0.9	0.8
VCAM1 TNFa inh	17	-1	0	21	22	-8	.	-4
Calb biofilm kill	4	2	-2	5	8	9	6	-1
IL1B cytotox	-14	-4	-1	-27	-6	-10	.	-14
DAT uptake mod	-9.5*	1.2	0.6	-0.38	-0.51	0.99	-0.16	.

17: O=C(C1CC1)N(CCN(C(=O)C1CC1)c1ccccc1)c1ccccc1
18: Cc1occc1-c1nnc(SCC(=O)c2ccc(F)cc2)n1Cc1ccco1
19: CCOc1nc(NCc2ccco2)nc(Nc2ccc(OC)cc2)n1
20: COc1ccc(/C=C/C2=NC(=C\N(C)C)/C(=O)O2)cc1
21: COCCN1Cc2c(sc(C)c2C)N(C(=O)c2ccccc2)C1
22: CCCCc1ccc(NS(=O)(=O)N(C)C)cc1
23: O=C(c1ccc(Cl)c(S(=O)(=O)N2CCCCCC2)c1)N1CCN(CCO)CC1
24: Cc1ccc(C)c(NC(=O)C2Cc3ccccc3CN2C(=O)OCc2ccccc2)c1 (stereo unspecified)

assay / compound	17	18	19	20	21	22	23	24
CYP2C19 activ	0.8	0.8	0.7	0.8	1	0.4	0.8	0.4
HUVEC tox TNFa	0	-1	-30	-6	-12	.	-10	-20
CYP2C19 inhib	22	16	32	17	2	65*	16	62*
CYP2C9 inhib	3	60*	35	31	10	94*	40	65*
CYP2C9 act	1	0.4	0.6	0.7	0.9	0.1	0.6	0.3
VCAM1 TNFa inh	-2	16	10	-2	23	.	15	9
Calb biofilm kill	0	6	2	7	2	10	5	.
IL1B cytotox	22	23	-30	8	7	.	6	-19
DAT uptake mod	0.83	1.6	0.6	1	-0.97	-0.014	-0.54	1.3

25: CCOC(=O)/C(C#N)=C/c1ccc(OCC(=O)Nc2ccc(OC)cc2)c(OC)c1
26: C/C(NC(=O)c1cccc(F)c1)=C1/C(=O)C[C@@H]2[C@H]1C2(C)C
27: COc1ccc(OC)c(NC(=O)CSCC(=O)O)c1
28: CC(=O)c1cc2c(cc1NC(=O)CN1CCCCC1C)OCO2 (stereo unspecified)
29: CCOC(=O)N1CCC(NC(=O)c2cc(-c3ccc(F)cc3)[nH]c2C)CC1
30: Cn1cnnc1SCC(=O)Nc1ccc2nc(SCc3cccc4ccccc34)sc2c1
31: O=C1NC(c2ccccc2)(C(F)(F)F)C(=O)N1Cc1cccnc1 (stereo unspecified)
32: COC(=O)CS(=O)(=O)c1cc(Br)cc2c1N(C(C)=O)CC2

assay / compound	25	26	27	28	29	30	31	32
CYP2C19 activ	0.5	0.6	0.9	0.6	0.6	0.4	0.2	1.1
HUVEC tox TNFa	.	-22	.	-7	.	10	-22	-1
CYP2C19 inhib	49	37	10	42	39	59*	84*	-7
CYP2C9 inhib	59*	8	-4	7	35	38	51*	-6
CYP2C9 act	0.4	0.9	1	0.9	0.7	0.6	0.5	1.1
VCAM1 TNFa inh	.	9	.	3	.	7	7	4
Calb biofilm kill	.	6	5	5	5	-3	3	3
IL1B cytotox	.	-9	.	-47	.	10	-31	-2
DAT uptake mod	-0.6	0.098	-0.43	-0.0067	.	-0.031	-0.033	0.11

33: CN1CCN(C(=O)C2(NC(=O)Nc3ccccc3Cl)CCCCC2)CC1
34: COC(=O)c1[nH]c2ccccc2c1NC(=O)CN1CCN(c2cccc(Cl)c2)CC1
35: COc1ccccc1N(CC(=O)NCC1CCCO1)C(=O)CCC(=O)Nc1nccs1 (stereo unspecified)
36: O=C(CC1CC2CCC1C2)NCc1cccs1 (stereo unspecified)
37: COc1cccc(-c2cn3nc(C)c(C)nc3n2)c1
38: Cc1ccc(S(=O)(=O)/N=C(\N)Nc2nc(C)c3ccc(C)cc3n2)cc1
39: Cc1cc(C)n2cc(CSc3nnc(SCc4cn5c(C)cc(C)nc5n4)s3)nc2n1
40: CCOC(=O)C(C#N)C(Cc1ccccc1)c1ccco1 (stereo unspecified)

assay / compound	33	34	35	36	37	38	39	40
CYP2C19 activ	.	0.9	.	0.3	0.2	0.8	1.1	0.1
HUVEC tox TNFa	-26	21	-27	-10	-28	-22	7	0
CYP2C19 inhib	.	6	.	66*	83*	21	-13	92*
CYP2C9 inhib	.	-40	.	19	50	48	21	70*
CYP2C9 act	.	1.4	.	0.8	0.5	0.5	0.8	0.3
VCAM1 TNFa inh	15	3	24	-4	-2	3	12	-3
Calb biofilm kill	-1	5	-1	8	6	.	.	2
IL1B cytotox	6	-12	-49	6	-9	-2	8	-17
DAT uptake mod	-0.56	0.45	1.2	0.017	0.98	0.24	0.0075	1.2

41: CCOC(=O)Cn1c(=O)oc2cc(S(=O)(=O)N3CCN(c4ccccn4)CC3)ccc21
42: COc1cc(CNCCc2ccccc2)ccc1OCc1ccc(Cl)nc1
43: CC1NC(=O)NC1CCCCCC(=O)NCCc1ccccc1 (stereo unspecified)
44: O=C(Nc1cccc(F)c1)N1CC=C(c2ccc(Cl)cc2)CC1
45: O=c1c2ccccc2nc(-c2ccoc2)n1CCc1ccccc1
46: CC1(C)SC(=S)N(/N=C/c2ccccc2)C1N(O)C(=O)Nc1ccc([N+](=O)[O-])cc1 (stereo unspecified)
47: CCOCCCNS(=O)(=O)c1ccc(Br)cc1
48: Clc1cccc(Nc2ncnc3ccc(Br)cc23)c1

assay / compound	41	42	43	44	45	46	47	48
CYP2C19 activ	0.7	0.3	1.1	0	0.4	1.1	0.1	0.5
HUVEC tox TNFa	-3	-5	6	-10	-1	-7	3	.
CYP2C19 inhib	25	68*	-12	96*	58*	-10	90*	47
CYP2C9 inhib	25	35	4	96*	56*	1	-35	30
CYP2C9 act	0.8	0.7	1	0	0.4	1	1.3	0.7
VCAM1 TNFa inh	-4	-3	-10	-1	0	-3	-17	-2
Calb biofilm kill	-2	.	-3	3	-2	4	5	.
IL1B cytotox	0	14	29	8	18	-5	19	-10
DAT uptake mod	0.14	.	1.4	0.19	-0.04	0.95	1	-0.13

49: COc1ccc2[nH]cc(/C=C(/C#N)S(=O)(=O)c3ccccc3)c2c1
50: COC(=O)C1CSc2[nH]c(=O)sc2C1c1ccc(O)c(OC)c1 (stereo unspecified)
51: COC(=O)c1ccc(CSc2nnc3n(Cc4ccccc4OC)c(=O)c4ccccc4n23)o1
52: CC(C)C(=O)Nc1ccc(NC(=O)c2cccs2)cn1

assay / compound	49	50	51	52
CYP2C19 activ	0	1	0.3	0.9
HUVEC tox TNFa	-1	-6	.	.
CYP2C19 inhib	100*	2	72*	10
CYP2C9 inhib	95*	6	74*	25
CYP2C9 act	0	0.9	0.3	0.8
VCAM1 TNFa inh	6	-8	.	.
Calb biofilm kill	0	0	2	5
IL1B cytotox	9	14	.	.
DAT uptake mod	1	2.3	0.32	.
